Screening data from PubChem BioAssay.
IL-1B inflam inh: qHTS for Inhibitors of Inflammasome Signaling: IL-1-beta AlphaLISA Primary Screen; THP-1 LPS/ATP IL-1B secretion, AlphaLISA, 16 h; active compounds read low; activity change, % at 57.5 µM; 360,000 tested, 4.7% active; AID 743279, 2014; in the data active = activity change below about -50%; inconclusive = mostly about -30% to -49%; also: % is scaled to controls: 0 for no effect and ±100 for the full control effect
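Secreted IL-1B measured by AlphaLISA bead assay after 16 h compound exposure of THP-1 cells; compounds (final up to 57.5 uM) added 1 h before LPS (250 ng/mL) and ATP (1.25 mM) stimulation; lower signal means less secretion.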
HT1080 IDH1KD tx: qHTS for induction of synthetic lethality in tumor cells producing 2HG: qHTS for the HT-1080-IDH1KD cell line. AID 686971, 2013. Potency, µM (doses to about 46.1 µM), without a hit: at the top dose activity, negative = toxicity, hits mostly cytotoxic. HT-1080 IDH1 knockdown viability, ATP luminescence, 48 h. 360,000 tested, 2% active;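 also: potency is read from the fitted curve at half-maximal effect; 0% = DMSO wells and -100% = cell-free medium wells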
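HT-1080-IDH1KD cells (IDH1 knocked down), 750/well in RPMI with 5% FBS, treated with compound 48 h at 37 degrees C. Viability by CellTiter-Glo luminescence, normalised to DMSO and no-cell wells; concentration-response curves classed.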
DRD3 antagonist: qHTS of D3 Dopamine Receptor Antagonist: qHTS; D3R cells, DiscoveRx beta-arrestin luminescence, antagonist mode; active compounds read low; max response, negative = inhibition, %; 360,000 tested, 2.5% active; AID 652054, 2013; in the data active = max response below about -50%; inconclusive = no clear call, values can overlap the other calls; also: % is scaled to controls: 0 for no effect and ±100 for the full control effect; mostly tested at two doses, the higher about 12 µM
Target sequence (P35462 whole entry, looked up): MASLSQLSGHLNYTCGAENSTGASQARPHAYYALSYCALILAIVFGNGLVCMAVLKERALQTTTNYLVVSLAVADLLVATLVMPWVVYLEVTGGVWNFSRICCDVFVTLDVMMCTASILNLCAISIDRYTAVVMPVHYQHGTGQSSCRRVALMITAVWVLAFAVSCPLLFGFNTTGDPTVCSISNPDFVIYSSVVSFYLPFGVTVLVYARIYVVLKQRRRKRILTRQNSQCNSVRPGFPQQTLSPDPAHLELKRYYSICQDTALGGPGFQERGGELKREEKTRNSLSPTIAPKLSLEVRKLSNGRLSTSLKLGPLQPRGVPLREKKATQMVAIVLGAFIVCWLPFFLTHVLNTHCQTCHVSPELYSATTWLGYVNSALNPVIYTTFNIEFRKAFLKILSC
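Cells expressing the human receptor were seeded at 1500 cells/well, incubated overnight at 37 degrees C in 5% CO2, then exposed to library compounds with dopamine controls for 90 minutes at 37 degrees C before luminescent detection.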
KB-3-1 tox: qHTS assay for MDR1-selective chemotherapeutics: Primary screen using the parental adenocarcinoma cell KB-3-1. KB-3-1 viability, CellTiter-Glo ATP luminescence, 72 h. Potency, µM (top dose mostly 46.1 µM), without a hit: at the top dose activity change, negative = cytotoxic, usual class: cytotoxic. 400,000 tested, 1.4% active; also: potency is read from the fitted curve at half-maximal effect; % is scaled to controls: 0 for no effect and ±100 for the full control effect; nearly all actives have a fitted effect of over 60% in size
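Screening of KB-3-1 cells (DMEM, 10% FBS, phenol-red free) ran from lowest to highest compound concentration; after 72 h at 37 °C viability was read luminescently and curves fitted.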
GLP-1R agonist: qHTS of GLP-1 Receptor Agonists; Potency, µM (highest dose often 45.6 µM), inactives show top-dose activation, hits mostly activators; AID 624172, 2012; 380,000 tested, 0.007% active; HEK293 GLP-1R CRE-luciferase, luminescence, 4-6 h; cells express a hypersensitive GLP-1R form; also: potency is read from the fitted curve at half-maximal effect; % of control where 0% means no effect
Target sequence (P43220 whole entry, looked up): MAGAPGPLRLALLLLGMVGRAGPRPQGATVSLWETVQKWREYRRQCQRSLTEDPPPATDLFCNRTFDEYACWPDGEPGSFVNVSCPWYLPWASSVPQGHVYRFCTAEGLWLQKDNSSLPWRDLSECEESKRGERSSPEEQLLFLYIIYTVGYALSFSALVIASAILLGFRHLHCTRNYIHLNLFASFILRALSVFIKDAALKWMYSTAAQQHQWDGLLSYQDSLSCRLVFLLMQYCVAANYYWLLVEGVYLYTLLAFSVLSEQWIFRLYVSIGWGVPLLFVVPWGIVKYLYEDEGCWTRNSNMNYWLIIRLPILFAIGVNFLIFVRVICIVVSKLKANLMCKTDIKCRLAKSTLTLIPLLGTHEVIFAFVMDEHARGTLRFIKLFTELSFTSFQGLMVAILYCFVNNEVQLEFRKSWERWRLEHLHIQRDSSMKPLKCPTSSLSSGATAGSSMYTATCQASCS
HT1080-NT tox: qHTS for induction of synthetic lethality in tumor cells producing 2HG: qHTS for the HT-1080-NT fibrosarcoma cell line | Potency, µM (highest dose often 46.1 µM), without a hit: at the top dose activity, negative = less viability, usual class: cytotoxic | HT-1080-NT fibrosarcoma viability, CellTiter-Glo ATP luminescence, 48 h | 360,000 tested, 1.6% active | AID 686970, 2013;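 also: NT is the 2HG producing partner of a matched IDH1 knockdown line; potency is read from the fitted curve at half-maximal effect; 0% = DMSO-treated cells and -100% = media-only wells without cells; nearly all actives have a fitted effect of over 55% in size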
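Fibrosarcoma NT cells, 750 per well in 5% FBS RPMI, were exposed to compound for 48 hours. Viability: CellTiter-Glo luminescence.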
KB-V1 MDR tox: qHTS assay for MDR1-selective chemotherapeutics: Primary screen using the drug-selected MDR subline cells KB-V1. KB-V1 MDR cells viability, CellTiter-Glo, 72 h. Potency, µM (doses to about 46.1 µM), without a hit: at the highest dose activity change, negative = cytotoxicity, usual class: cytotoxic. AID 1347076, 2019. 400,000 tested, 3.4% active; also: potency is read from the fitted curve at half-maximal effect; % is scaled to controls: 0 for no effect and ±100 for the full control effect; nearly all actives have a fitted effect of over 60% in size
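Cytotoxicity toward P-gp-expressing KB-V1 cells was determined as loss of CellTiter-Glo luminescence after 72 h at 37 degrees C. Compounds were tested in quantitative HTS format across a concentration range, with curves fitted to normalized data.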
SW480 rereplic: A quantitative high throughput screen for small molecules that induce DNA re-replication in SW480 colon adenocarcinoma cells; SW480 DNA re-replication, Hoechst DNA content imaging, 48 h; 340,000 tested, 1.8% active; Potency, µM (series often up to 46.1 µM), inactives show at the highest dose re-replication activation, actives largely listed as activators; also: potency is read from the fitted curve at half-maximal effect; % of control where 0% means no effect; nearly all actives have a fitted effect of over 55% in size
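Cells (250 per well) received 23 nL compound or DMSO by pin tool and were kept 48 hr at 37 C, 5% CO2. Nuclei were then stained with Hoechst for 40 min and scanned for DNA content.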
D3 ag: qHTS of D3 Dopamine Receptor Agonist: qHTS | 410,000 tested, 0.58% active | max activation, % | D3R DiscoveRx beta-arrestin cells, luminescence, 90 min | D(3) dopamine receptor (Homo sapiens), P35462; in the data active = max activation above about 30%; also: 0% is about no effect; mostly tested at two doses, the higher about 12 µM
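Agonist mode: compounds and dopamine controls were applied to plated cells for 90 min at 37 degrees C after an overnight attachment at 1500 cells/well. Luminescent read-out followed 30 - 60 minutes at room temperature with DiscoveRx detection reagent.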
* = called active by the depositor; ? = inconclusive; . = not tested or not shown; & = joins results of further samples; [ ] = another dose, or the depositor's remark. Unless noted, calls follow the shape of the dose curve; as a rule, active = well fitted curve in the direction sought with a large enough effect; inconclusive = small, poorly fitted or top-dose-only effect, or another doubt; inactive = no such curve, though single readings can be large; an effect the other way counts as inactive or inconclusive. Compounds as they come (roughly 12% active in at least one column).

cpd	mol	IL-1B inflam inh	HT1080 IDH1KD tx	DRD3 antagonist	KB-3-1 tox	GLP-1R agonist	HT1080-NT tox	KB-V1 MDR tox	SW480 rereplic	D3 ag
1	Oc1cccc2ccc(/C=C/c3cccs3)nc12	-11	11µM*	-57*	?	-2%	?	0%	11µM*	-53
2	CCN(CC)C(=O)CSc1nc2cc3c(cc2c(=O)n1Cc1ccco1)OCO3	24	13%	8	9%	0%	14%	?	-3%	-2
3	COc1ccccc1-n1nnnc1SCC(=O)N1CCCC1=O	21	7%	18	-2%	-2%	22%	-4%	-4%	2
4	COc1ccc(NC(=O)CN2CCN(CC(=O)Nc3cc(OC)cc(OC)c3)CC2)cc1	-9	3%	13	12%	-4%	0%	0%	-5%	-1
5	Cc1cn([C@H]2C[C@H](O)[C@@H](CNS(=O)(=O)N3CCCC3)O2)c(=O)[nH]c1=O	15	6%	-2	-14%	-4%	1%	-10%	.	5
6	CCNC(=S)N(CCc1c(C)[nH]c2ccccc12)Cc1cc(OC)c(OC)c(OC)c1	-26	-11%	-6	?	15%	-4%	-8%	-5%	1
7	CSCCC(NC(=O)c1ccc(Cl)cc1Cl)C(=O)N(C)Cc1nc2ccccc2c(=O)[nH]1 (stereo not drawn)	-7	-7%	-51*	-1%	5%	-18%	0%	11%	-8
8	Cc1onc(-c2ccccc2)c1C(N)=O	-9	16%	4	10%	-2%	25%	18%	0%	6
9	CC(C)(C)N(Cc1ccccc1)C(=O)CN1C(=O)c2ccccc2C1=O	-11	17%	-13	-1%	12%	3%	4%	-10%	-1
10	CC(=O)/C(=N\Nc1ccc(C)cc1)N1CCOCC1	-9	5%	3	-1%	0%	-26%	?	-6%	-4
11	CCN1C(=O)C(CC(=O)Nc2ccccc2)S/C1=N\c1ccccn1 (stereo not drawn)	15	?	12	?	3%	?	-8%	27%	-7
12	CS(=O)(=O)c1ccc(Cl)c(NC(=O)CSc2nc3ccccc3c(=O)n2Cc2ccco2)c1	-2	0%	-7	?	0%	1%	?	0%	-2
13	Cc1cc(-c2n[nH]c(=S)n2/N=C/c2c[nH]c3ccccc23)n[nH]1	3	3%	0	3%	0%	2%	40%	-9%	-2
14	CNS(=O)(=O)c1cccc(C(=O)OCC(=O)Nc2ccccc2OC(F)F)c1	0	5%	1	3%	-11%	6%	10%	-6%	2
15	COc1ccccc1-c1n[nH]c(=S)n1N	3	6%	4	0%	-2%	24%	3%	-2%	-3
16	Cn1c(=O)c(=O)n(C)c2cc(S(=O)(=O)N3CCN(c4ccc(F)cc4)CC3)ccc21	16	6%	12	9%&3%	0%&0%	14%	?	-2%	-10&0
17	CCN(CC(=O)Nc1cccc(OC)c1)C(=O)c1ccco1	10	7%	2	3%	-4%	-9%	-5%	-21%	6
18	C=CCSc1nnc(NC(=O)CSc2nc3ccccc3o2)s1	0	10%	13	14%	-35%[inhibitor]	1%	-3%	-2%	2
19	C/C(=N\NC(=O)c1nnn(-c2nonc2N)c1-c1ccc2c(c1)OCO2)c1ccccc1	28	2%	-14	10%	5%	4%	-2%	?	-3
20	Cc1ccc(Nc2nc(N)nc(CN3CCN(Cc4ccc5c(c4)OCO5)CC3)n2)cc1C	-74*	?	-18	5%	7%	?	?	1%	-12
21	CCC(CO)Oc1cc(NCc2cc(C)cc(C)c2)c2ncn(C(C)C)c2c1 (stereo not drawn)	19	-5%	36	?	-1%	-3%	-9%	12%	-14
22	CCN=C(NCC)SC1CC(=O)N(c2ccccc2)C1=O (stereo not drawn)	28	-1%	4	6%	16%	0%	-5%	3%	-1
23	CC(=O)Nc1ccc(OC(=O)c2cc3ccccc3oc2=O)cc1	3	2%	-1	9%	-13%	8%	14%	-3%[9.22 µM]	2
24	COc1cc(NC(=O)c2cc(Cl)nnc2Cl)cc(OC)c1OC	?	-16%	1	6%	5%	-6%	13%	?	-1
25	CCN(CC)C(=O)Oc1ccc2ccccc2c1Cl	-14	-15%	-6	-23%	14%	-1%	-27%	0%	-1
26	CC(=O)Nc1ccc2c(c1)nc(CCN1CCN(c3ccccn3)CC1)n2C	-21	9%	2	-7%	0%	6%	13%	-3%	-10
27	O=c1nccc(N/N=C/c2cccc(O)c2)[nH]1	64	3%	14	?	8%	14%	?	-6%	5
28	COCCN(C(=O)CSc1nnc(C)n1-c1ccc(C)cc1)c1c(N)n(Cc2ccccc2)c(=O)[nH]c1=O	-1	2%	5	-2%	-2%	2%	?	16%	4
29	O=C(CN1CCN(CC(=O)Nc2ccc(F)cc2)CC1)NCC1(N2CCOCC2)CCCCC1	6	1%	2	1%	0%	4%	3%	-14%	3
30	CC1C(=O)N2CCCc3cc(NS(=O)(=O)c4ccc([N+](=O)[O-])cc4)cc1c32 (stereo not drawn)	5	0%	-10	-9%	6%	-1%	-24%	-1%	-12
31	COc1ccccc1N1CCN(C(=O)COc2cc(C)cc(C)c2)CC1	-3	-14%	13	?	1%	-7%	?	1%	-3
32	O=C(CSc1nnc(-c2ccco2)n1-c1ccccc1)N1CCOCC1	-1	12%	7	14%	9%	10%	?	-7%	-8
33	CCN(CC)C(=O)CSc1nc2cc3c(cc2c(=O)n1CCCCCC(=O)NCc1ccc(OC)cc1)OCO3	-65*	11%	2	-5%	2%	19%	?	16%	-4&6
34	COc1cc(OC)cc(-c2cc(N)n(S(=O)(=O)Cc3ccccc3)n2)c1	-15	-6%	?	-14%	0%	4%	-25%	-16%	3
35	Nc1nnc(SCC(=O)Nc2cccc(Cl)c2)s1	4	8%	-2	-3%	-2%	6%	3%	-3%	0
36	COCc1cc(C)nc(SCc2nc3ccccc3c(=O)[nH]2)c1C#N	-10	-26%	8	-3%	10%	?	0%	?	8
37	CC1(C(=O)OCC(=O)NC(=O)c2ccccc2)CC1(Cl)Cl (stereo not drawn)	-3	12%	7	-4%	3%	10%	5%	?	-16
38	COc1cccc(CN2CC(C(=O)N3CCCCCC3)CCC2=O)c1 (stereo not drawn)	5	5%	9	-3%	0%	10%	-15%	-1%	2
39	O=C(O)CC[C@@H](C(=O)O)N1C(=O)c2ccccc2C1=O	-1	19%	-12	0%	-3%	-6%	11%	17%	-73
40	C=CCSc1nc(=O)n2ccccc2n1	-4	7%	0	8%	1%	18%	1%	8%	-2

From no. 36 up to 38, as listed above:
cpd	mol	IL-1B inflam inh	HT1080 IDH1KD tx	DRD3 antagonist	KB-3-1 tox	GLP-1R agonist	HT1080-NT tox	KB-V1 MDR tox	SW480 rereplic	D3 ag
36	COCc1cc(C)nc(SCc2nc3ccccc3c(=O)[nH]2)c1C#N	-10	-26%	8	-3%	10%	?	0%	?	8
37	CC1(C(=O)OCC(=O)NC(=O)c2ccccc2)CC1(Cl)Cl (stereo not drawn)	-3	12%	7	-4%	3%	10%	5%	?	-16
38	COc1cccc(CN2CC(C(=O)N3CCCCCC3)CCC2=O)c1 (stereo not drawn)	5	5%	9	-3%	0%	10%	-15%	-1%	2

The list goes on:
cpd	mol	IL-1B inflam inh	HT1080 IDH1KD tx	DRD3 antagonist	KB-3-1 tox	GLP-1R agonist	HT1080-NT tox	KB-V1 MDR tox	SW480 rereplic	D3 ag
41	COC(=O)c1ccc(NC(=O)CSc2nnc(CNc3ccc(OC)cc3)n2C)cc1	23	-1%	10	-7%	-3%	1%	?	-3%[9.22 µM]	-2
42	CC1(C)CC2CC(C)(CN2CC(O)COc2ccccc2)C1 (stereo not drawn)	4	14%	4	-15%	0%	20%	0%	3%	7
43	CCOC(=O)C1=C(C)NC(=S)N(C(C)=O)C1c1ccccc1 (stereo not drawn)	32	?	15	-1%	-8%	?	2%	?	1
44	CCOc1ccc(C(=O)N(C)C2CCS(=O)(=O)C2)cc1 (stereo not drawn)	14	8%	?	2%	3%	1%	15%	0%	0
45	CCN(CC)c1nc(N2CCOCC2)c(C#N)c2c1CN(C)CC2	-21	1%	-6	-1%	1%	7%	2%	-2%	-1
46	CC(Sc1ccc2c(c1)OCCO2)C(=O)Nc1ccc(N2CCOCC2)cc1 (stereo not drawn)	0	13%	5	5%	6%	16%	-24%	-7%	5
47	COc1ccc(CN2CCN(C(=O)c3ccco3)CC2)cc1OCc1ccccc1	-19	-19%	-12	?	16%	-12%	-7%	-2%	21
48	O=C1CC(c2ccco2)=Nc2ccccc2N1	0	4%	-17	-6%	0%	12%	5%	-4%	-2
49	COC(=O)c1cc(C)nc(Nc2nc(C(N)Cc3ccc(Cl)cc3)cs2)n1 (stereo not drawn)	-68*	?	2	?	0%	-10%	?	.	7
50	O=C(CCC(=O)c1cccs1)NCc1ccc(F)cc1	-6	11%	?	0%	0%	2%	0%	0%	-2
51	O=C(COc1coc(CN2CCc3ccccc3C2)cc1=O)Nc1ccc(Cl)cc1	15	8%	57	7%	7%	2%	12%	-2%	3
